Mtb FBA inh: Mtb FBA enzyme inhibitors, primary screen, biochemical, fluorescence, strain H37Rv; Fructose-bisphosphate aldolase (Mycobacterium tuberculosis (strain ATCC 25618 / H37Rv)), …; purified M. tuberculosis FBA, fluorescence read-out; inhibition, % at 1 µM; hit rate 2.3% among 360,000; AID 588726, 2011; in the data active = inhibition above about 27%;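 note: 0% = vehicle and 100% = reference inhibitor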
GDH-TPI inh: GDH-TPI coupling enzyme inhibitors, primary screen, artefact control for M. tuberculosis FBA inhibitor project, biochemical, absorbance, full deck | inhibition, % at 4.8 µM | GDH-TPI coupled enzyme counterscreen, NADH absorbance | hit rate 1.2% among 360,000;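 note: 0% = DMSO wells and 100% = wells lacking the enzyme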
VHR inh abs: VHR1 phosphatase inhibitors, primary screen, biochemical, absorbance, uHTS; Dual specificity protein phosphatase 3 (Homo sapiens), P51452; recombinant VHR phosphatase, pNPP absorbance; inhibition, % at 13.3 µM; hit rate 0.52% among 290,000; in the data active = inhibition above about 50%; note: some compounds called inactive have numbers as strong as hits
Target sequence (P51452 whole entry, looked up): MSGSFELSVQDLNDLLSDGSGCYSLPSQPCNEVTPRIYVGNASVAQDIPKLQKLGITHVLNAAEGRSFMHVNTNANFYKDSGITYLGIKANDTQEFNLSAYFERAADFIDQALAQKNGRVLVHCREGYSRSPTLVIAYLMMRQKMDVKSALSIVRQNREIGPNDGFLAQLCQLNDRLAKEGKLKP
FadD28 FP inh: inhibitors of FadD28 bisubstrate probe binding, primary screen, biochemical, fluorescence polarization, single point. Mycobacterium tuberculosis FadD28 fatty-acid-AMP ligase. inhibition, % at 12.5 µM. hit rate 0.22% among 360,000; in the data active = inhibition above about 8.5%, passing the limit was not always enough
MazEF act: activators of E. coli MazEF toxin-antitoxin RNase, primary screen, biochemical, fluorescence, uHTS; activation, % at 20 µM; AID 504720, 2011; FAM/BHQ RNA-DNA oligo cleavage fluorescence, 5 h; hit rate 0.32% among 350,000; in the data active = activation above about 50%
CCHFV vOTU inh: CCHFV vOTU protease inhibitors, primary screen, biochemical, Pep-AMC substrate, fluorescence | inhibition, % at 11.5 µM | hit rate 0.55% among 370,000 | Crimean-Congo hemorrhagic fever virus L polyprotein viral ovarian tumor (vOTU) protease …; note: 0% = vehicle wells with enzyme and 100% = no enzyme wells
BioA inh: M. tuberculosis BioA enzyme inhibitors, primary screen, biochemical, plate reader, single point, HTS; 7,8-diaminopelargonic acid synthase BioA (Mycobacterium tuberculosis); purified M. tuberculosis BioA enzyme; inhibition, % at 9.99 µM; hit rate 0.096% among 360,000; AID 602481, 2012; in the data active = inhibition above about 40%
BoNT F protease: BoNT/F light chain protease inhibitors, primary screen, biochemical, flow cytometry, MLPCN library; Botulinum neurotoxin type F light chain protease (Clostridium botulinum); hit rate 0.22% among 360,000; inhibition, % at 10 µM; Multiplex microsphere protease cleavage assay; in the data active = inhibition above about 35%, passing the limit was not always enough; note: plate controls were buffer without enzyme for full effect and enzyme alone for no effect
Rv3671c protease: Rv3671c serine protease inhibitors, primary screen, biochemical, fluorescence polarization, M. tuberculosis H37Rv; P9WHR9; inhibition, % at 5.96 µM; hit rate 0.048% among 320,000; AID 2606, 2010; in the data active = inhibition above about 38%;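 note: extracellular domain of Rv3671c used as enzyme; 0% = enzyme with DMSO and 100% = no enzyme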
Target sequence (P9WHR9 whole entry, looked up, the tested form may be a part): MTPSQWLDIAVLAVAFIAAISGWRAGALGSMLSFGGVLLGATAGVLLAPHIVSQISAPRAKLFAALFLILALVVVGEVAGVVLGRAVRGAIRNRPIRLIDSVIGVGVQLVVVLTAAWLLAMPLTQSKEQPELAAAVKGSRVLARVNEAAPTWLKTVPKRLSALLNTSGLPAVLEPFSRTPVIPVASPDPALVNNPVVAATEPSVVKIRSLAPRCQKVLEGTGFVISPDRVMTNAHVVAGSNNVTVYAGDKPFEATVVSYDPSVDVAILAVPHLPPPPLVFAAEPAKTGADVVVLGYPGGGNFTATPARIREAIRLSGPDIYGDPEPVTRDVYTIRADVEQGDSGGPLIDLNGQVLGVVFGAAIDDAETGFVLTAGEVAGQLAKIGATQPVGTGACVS
UGM FP inh: M. tuberculosis UGM enzyme inhibitors, primary screen, biochemical, fluorescence polarization, single point; purified UGM, fluorescence polarization probe displacement; UDP-galactopyranose mutase (Mycobacterium tuberculosis (strain ATCC 25618 / H37Rv)), …; inhibition, % at 10 µM; AID 504406, 2011; hit rate 0.06% among 320,000; in the data active = inhibition above about 10%, passing the limit was not always enough
Target sequence (P9WIQ1 whole entry, looked up): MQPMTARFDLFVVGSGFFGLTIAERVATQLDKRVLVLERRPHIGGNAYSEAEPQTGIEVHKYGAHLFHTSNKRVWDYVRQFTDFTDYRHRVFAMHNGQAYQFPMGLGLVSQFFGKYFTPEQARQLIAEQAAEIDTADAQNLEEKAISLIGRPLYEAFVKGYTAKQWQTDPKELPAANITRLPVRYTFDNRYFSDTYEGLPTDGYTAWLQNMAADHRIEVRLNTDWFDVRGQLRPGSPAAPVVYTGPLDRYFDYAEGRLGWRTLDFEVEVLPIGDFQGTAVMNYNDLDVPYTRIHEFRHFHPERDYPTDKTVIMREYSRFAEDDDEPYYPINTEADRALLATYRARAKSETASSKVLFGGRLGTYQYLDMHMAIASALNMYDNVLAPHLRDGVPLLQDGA
Active calls of the source: *; . = no result given; & = joins results of further samples. Cut-off read from the data, not from the text of the source, unless noted: active = inhibition above about 30%; inactive = the rest.

SMILES	Mtb FBA inh	GDH-TPI inh	VHR inh abs	FadD28 FP inh	MazEF act	CCHFV vOTU inh	BioA inh	BoNT F protease	Rv3671c protease	UGM FP inh
CC(=O)c1ccc(NC(=O)COC(=O)CCC(=O)c2cccs2)cc1	-2	-5	-2	-2.9	2	-18	0.5	-3	-2	-1.2
CC(=O)Nc1cc(-c2ccccc2CN(C)C)cn2c(-c3ccc(C(C)=O)cc3)cnc12	2	26	.	0.0	.	0	9.7	-5	.	.
COc1ccccc1NC(=O)CSc1ccc(-c2ccco2)nn1	-2	-3	26	-4.8	2	12	-0.5	7	4	0.0
O=C(COC(=O)/C=C/c1ccccc1)NC1CCCCC1	0	3	.	-2.1	-1	10	-0.6	-5	5	1.5
CCS(=O)(=O)Nc1ccc(C(=O)CC2(O)C(=O)Nc3ccccc32)cc1 (configuration not stated)	-2	39*	12	-2.3	2	14	-1.5	-4	-2	0.6
COc1ccc(C(=O)N2CCN(c3ccc(F)cc3)CC2)cc1S(=O)(=O)NC1CC1	-3	-1	.	.	10	-9	-0.8	-1	4	-1.2
CC1CCN(C(=O)Cn2cc(C(=O)C3CC3)c3ccccc32)CC1	2	2	36	-1.3	23	6	-1.0	-9	-5	-2.8
COC(=O)c1cccc(NC(=O)N2C[C@H]3C[C@@H](C2)c2cccc(=O)n2C3)c1	1	12	25	-0.7	3	-5	2.6	4	7	0.4
Cc1ccc(S(=O)(=O)N2CCN(C(=O)COC(=O)/C=C/c3cccc([N+](=O)[O-])c3)CC2)c(C)c1	-1	3	.	-0.1	-6	-3	-1.3	-6	.	.
Fc1ccccc1NC(=S)Nc1cccnc1	7	-5	17	-3.1	-4	8	.	-11	2	-0.4
Cc1ccc(NC(=O)CSc2ccc(Br)cc2)cc1S(=O)(=O)N1CCOCC1	-3	-3	.	0.3	-3	-6	.	10	-15	0.3
O=C(COC(=O)c1n[nH]c(=O)c2ccccc12)c1ccc(Br)cc1	-6	-1	-3	-2.7	0	4	1.2	-3	3	0.5
CCn1cnc2sc(C(=O)N3CCN(c4ccc(OC)cc4)CC3)c(C)c2c1=O	3	15	19	1.1	4	3	-3.4	14	7	1.4
Cc1cccc(NC(=O)CN2CCN(C(=O)c3ccc(OCc4cn5ccccc5n4)cc3)CC2)c1C	9	-5	.	-3.7	3	-1	-0.8	-7	0	-1.8
CC(=O)/C=C(/C)NC(Cc1c[nH]c2ccccc12)C(=O)O (configuration not stated)	1&2	5&7	14&-13	1.2&-2.1	-12&6	-12&4	-2.5&-0.9	-9&2	8&-7	1.9&0.4
COc1ccc(OC)c(N2C(=O)CC(Cc3ccc(Cl)cc3)C2=O)c1 (configuration not stated)	2	6	35	-4.0	-18	-2	-0.2	-2	2	3.1
CCOC(=O)c1c(-c2ccc(F)cc2)csc1NC(=O)CCN1C(=O)c2ccccc2C1=O	-3	6	9	-1.3	-3	-6	-2.2	-2	5	0.2
O=C(COC(=O)c1nc(Cl)ccc1Cl)Nc1cccc(S(=O)(=O)N2CCOCC2)c1	5	11	.	-1.2	-1	6	-1.3	-9	.	.
CC(C)(C)OC(=O)N(Cc1ccccc1)Cc1ccc(OCc2cccc(NC(=O)C3CC3)c2)cc1	2	13	.	-1.6	-3	19	-1.6	-10	.	.
CS(=O)(=O)N(CC(=O)NCCSc1ccc(Cl)cc1)c1ccc2c(c1)OCO2	0	9	3	-3.5	4	5	0.7	0	-14	0.8
COc1ccc(NC(=O)c2ccc(CNS(=O)(=O)c3cccc(OC)c3)cc2)cc1	1	10	22	-3.2	0	8	-3.4	-5	-4	2.5
CC(=O)N(C)c1ccc(NC(=O)c2ccc([N+](=O)[O-])cc2Cl)cc1	0	3	-4	0.7	2	13	0.8	-3	2	0.3
Nc1nnnn1N=C1CCCCC1	3	7	30	0.6	-1	0	-1.5	4	0	-0.8
CCCCC(CC)CNC(=O)c1ccc2c(c1)OCO2 (configuration not stated)	1	7	19	-3.5	-1	29	2.5	2	0	0.3
O=C(N/N=C/c1ccc(N2CCOCC2)cc1)c1cccs1	-3	32*	22	0.4	1	10	.	-1	0	-0.3
(next part)
SMILES	Mtb FBA inh	GDH-TPI inh	VHR inh abs	FadD28 FP inh	MazEF act	CCHFV vOTU inh	BioA inh	BoNT F protease	Rv3671c protease	UGM FP inh
O=[N+]([O-])c1cccc(Cl)c1N1CCOCC1	-1	-3	-4	-0.4	1	6	0.5	-7	3	0.1
COc1cccc(NC(=O)C(=O)c2cn(CC(=O)N3CCOCC3)c3ccccc23)c1	5	29	1	-7.6	2	40*	-3.7	0	-11	1.4
COc1ccccc1N(CN1CCCC1=O)C(=O)c1c(F)cccc1F	-1	10	19	-1.5	2	3	1.7	-13	6	-2.3
Cn1c(-c2ccc(C#N)cc2)c(C#Cc2ccccc2)c2ccccc21	93*	4	.	-3.3	-8	-10	-0.1	4	.	.
CC(Sc1nncs1)C(=O)Nc1ccc(Cl)cn1 (configuration not stated)	-2	0	-7	-3.9	6	1	0.0	-3	7	-0.5
Cn1nc(C(=O)NCc2ccccn2)c2ccccc2c1=O	2	5	.	0.1	-4	-10	1.8	10	8	-2.3
COc1ccc(OC)c(NC(=O)CCN2CCC(C)CC2)c1	2	3	-6	0.9	11	12	0.4	-31	-3	-0.8
CC(C)CCNC(=O)CCSCCC(=O)NCCC(C)C	0	9	4	-4.5	4	3	0.6	-4	-2	-0.8
CCCNc1c(NC(=O)COc2ccc(Cl)cc2)c(=O)oc2ccccc12	2	7	1	-6.5	2	-1	0.0	1	2	1.1
CCC(C)c1cnc(CC(C)C)c(=O)n1O (configuration not stated)	0	6	.	-1.0	.	-3	0.6	-7	.	.
Cc1cccc(C)c1NC(=S)N(Cc1cccnc1)Cc1ccccc1Cl	2	1	12	-4.3	5	16	.	-12	1	-5.6
COc1ccc(CCC(C)NCc2ccc(C(F)(F)F)cc2)cc1 (configuration not stated)	-3	3	-10	-5.0	12	9	-0.7	-19	3	4.8
CCOC(=O)C(=O)N=Nc1c(O)n(C)c2ccccc12	-5	17	34	-4.2	5	13	.	-1	1	-0.6
COc1cc(CCCN2C(N)=NC[C@@H]2Cc2ccc(O)cc2)cc(OC)c1OC	0	3	23	-0.5	9	-37	5.9	8	1	0.6
CSc1ccccc1C(=O)Nc1cccc(C(C)O)c1 (configuration not stated)	2	10	22	0.2	-2	8	-1.7	0	0	-1.0
CC(=O)OC1(c2ccccc2)CCN(C)C(C)C1C (configuration not stated)	-2	0	9	-1.2	-6	1	0.0	1	-6	0.2
CCCNC(=O)COC(=O)/C(C#N)=C/c1cc(C)n(CCC)c1C	0	8	12	-1.0	-10	-4	-1.4	-2	-1	-0.1
Cc1cc(C2=NNC(=NCCc3ccccc3)SC2)c(C)n1-c1c(C)n(C)n(-c2ccccc2)c1=O	0	19	30	-0.3	1	1	-2.0	-5	3	2.9
COc1ccc(-c2nnn(CC(=O)c3ccccc3)n2)cc1OC	1	1	19	4.6	0	7	15	-7	-2	3.3
CSCC[C@H](N)C(=O)N1CCC(C(=O)N[C@H](C)C(=O)Nc2ccc(C(C)C)cc2)CC1	3	3	39	.	1	-2	-2.8	-5	-12	-1.2
CCOCCCNC(=O)Cc1ccc(F)cc1	.	.	-5	.	.	-3	.	.	-5	0.3
COc1ccc(C(=O)c2c[nH]c(C(=O)NCC3CCCO3)c2)cc1 (configuration not stated)	1	6	-4	-3.2	-3	7	1.1	-5	-4	2.4
CCOC(=O)CN1C(=O)C(=O)N(Cc2c(C)cc(C)cc2C)C1=O	-1	10	40	0.3	-11	-9	.	-18	-9	-2.1
O=C(O)c1ccccc1-c1ccccc1C(=O)Nc1ccc(-c2nc3cc(Cl)ccc3o2)cc1	25	30	26	-5.1	-1	7	.	4	-19	-0.1
CCOC(CNC(=O)c1ccc2nc(N3CCC(C)CC3)sc2c1)OCC	1	8	4	-2.0	2	-2	-0.6	0	-9	-2.7

The final 7 compounds of the part above are carried over, then new ones follow.
SMILES	Mtb FBA inh	GDH-TPI inh	VHR inh abs	FadD28 FP inh	MazEF act	CCHFV vOTU inh	BioA inh	BoNT F protease	Rv3671c protease	UGM FP inh
COc1ccc(-c2nnn(CC(=O)c3ccccc3)n2)cc1OC	1	1	19	4.6	0	7	15	-7	-2	3.3
CSCC[C@H](N)C(=O)N1CCC(C(=O)N[C@H](C)C(=O)Nc2ccc(C(C)C)cc2)CC1	3	3	39	.	1	-2	-2.8	-5	-12	-1.2
CCOCCCNC(=O)Cc1ccc(F)cc1	.	.	-5	.	.	-3	.	.	-5	0.3
COc1ccc(C(=O)c2c[nH]c(C(=O)NCC3CCCO3)c2)cc1 (configuration not stated)	1	6	-4	-3.2	-3	7	1.1	-5	-4	2.4
CCOC(=O)CN1C(=O)C(=O)N(Cc2c(C)cc(C)cc2C)C1=O	-1	10	40	0.3	-11	-9	.	-18	-9	-2.1
O=C(O)c1ccccc1-c1ccccc1C(=O)Nc1ccc(-c2nc3cc(Cl)ccc3o2)cc1	25	30	26	-5.1	-1	7	.	4	-19	-0.1
CCOC(CNC(=O)c1ccc2nc(N3CCC(C)CC3)sc2c1)OCC	1	8	4	-2.0	2	-2	-0.6	0	-9	-2.7
O=C(c1ccc(Cl)c([N+](=O)[O-])c1)N(Cc1ccco1)C1CCS(=O)(=O)C1 (configuration not stated)	-1	10	-2	0.7	4	11	2.3	1	-9	-0.3
CC(C)CCOc1ccc(C(=O)Nc2cc(S(=O)(=O)N3CCOCC3)ccc2N2CCOCC2)cc1	4	11	.	1.0	-1	0	-0.1	2	.	.
CCOC(=O)N1CCN(C(=O)Cn2nc(C)n3nc(-c4ccc(OC)cc4)cc3c2=O)CC1	11	-1	23	0.2	-15	-4	-1.2	-1	1	0.8
O=C(CCNC(=O)c1ccc(Br)cc1)Nc1ccccc1N1CCCC1	0	4	.	-3.3	8	-7	-0.9	-24	-4	3.2
CCn1c(SCc2cc(=O)n3ccsc3n2)nc2ccccc21	-2	2	12	-3.4	-20	-7	0.4	3	-6	-0.5
CCOC(=O)N1CCN(Cc2ccc(OCC(O)CN3CCCCC3)cc2)CC1 (configuration not stated)	0	3	1	0.0	3	-2	-0.8	2	0	-0.7
CC(C)c1nnc(NC(=O)COc2ccc3c(c2)OCO3)s1	3	-6	12	-2.6	-2	3	0.1	-5	-9	1.0
COc1ccccc1CNC(=O)c1ccc(NC2=NC3CS(=O)(=O)CC3S2)cc1 (configuration not stated)	2	-6	40	-3.1	2	4	0.4	4	-5	1.0
COc1ccc(CNC(=O)CN(Cc2ccccc2)S(=O)(=O)c2ccc(Cl)cc2)cc1	-2	-4	10	-2.3	-6	24	-3.6	-3	-5	-0.2
N#C/C(=C/c1cccc(O)c1)C(=O)NCc1ccc(Cl)cc1	1	2	-30	-1.9	14	-5	0.1	2	-2	-0.5
O=[N+]([O-])CC(c1ccc(F)cc1)c1c[nH]c2ccccc12 (configuration not stated)	0	5	62	-1.9	-4	2	1.4	-3	.	1.6
Cc1csc2c(N(C)CCO)ncnc12	-5	-6	-28	-1.5	-1	9	.	5	1	0.8
CC(O)CNc1nc2ccccc2n1CC(=O)N1CCN(Cc2ccccc2)CC1 (configuration not stated)	0	6	26	-0.7	-5	-8	.	-5	7	-1.6
COC(=O)Cc1ccc(OC(=O)C2CCN(S(=O)(=O)c3ccc(OC)c(OC)c3)CC2)cc1	-2	13	.	-3.8	2	5	-1.1	-4	4	-1.3
CNc1cncc(-c2cc(C)c(O)c(C)c2)n1	20	15	.	-0.9	.	-1	0.8	-1	.	.

From PubChem BioAssay
